Source: PubChem (National Center for Advancing Translational Sciences (NCATS))
FBPA Giardia inh: qHTS Assay for Inhibitors of Fructose-1,6-bisphosphate Aldolase from Giardia Lamblia; Potency, µM (series often up to 59.6 µM), for inactives: at the top dose activity, negative = inhibition, actives largely listed as inhibitors; AID 2451, 2010; purified Giardia FBPA; actives 0.71% (n = 290,000); further: potency means the concentration at half of the fitted maximal effect; on the % scale 0 is the no-effect control and ±100 the full control effect; nearly all actives have a fitted effect of over 55% in size
Target sequence (A8B2U2 whole entry, looked up): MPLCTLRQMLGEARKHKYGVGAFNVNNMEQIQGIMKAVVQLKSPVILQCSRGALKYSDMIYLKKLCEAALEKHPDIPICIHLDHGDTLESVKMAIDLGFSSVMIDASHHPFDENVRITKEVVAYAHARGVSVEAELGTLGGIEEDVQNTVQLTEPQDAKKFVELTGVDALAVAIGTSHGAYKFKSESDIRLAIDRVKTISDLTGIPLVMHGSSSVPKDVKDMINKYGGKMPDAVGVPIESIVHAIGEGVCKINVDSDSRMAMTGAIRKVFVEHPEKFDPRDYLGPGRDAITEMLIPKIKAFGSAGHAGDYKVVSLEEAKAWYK
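Giardia FBPA (40 nM reagent) was preincubated 10 min at RT with compound (up to 57.5 uM final), then substrate plus GAPDH/TPI/NAD/arsenate coupling system with diaphorase/resazurin was added; resorufin fluorescence (525/598 nm) was read after 20 min.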
Pf growth 96h: Primary qHTS for delayed death inhibitors of the malarial parasite plastid, 96 hour incubation; P. falciparum luciferase reporter growth, 96 h; Potency, µM (titrated, usually from 28.7 µM), for inactives: at the highest dose activity change, negative = inhibition, most hits filed as inhibitors; actives 6.9% (n = 320,000); AID 504834, 2011; further: potency means the concentration at half of the fitted maximal effect; on the % scale 0 is the no-effect control and ±100 the full control effect
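Cell-based qHTS: luciferase-tagged P. falciparum in erythrocytes (2% hematocrit, 0.05% parasitemia final) incubated with compounds for 96 hours, 37 C, 5% CO2; luciferase detection reagent then added and luminescence measured.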
Shiga toxin inh: A qHTS for Small Molecule Inhibitors of Shiga Toxin | Vero cells, Shiga toxin protein synthesis inhibition reporter | inhibition, % at 38.7 µM | actives 9.2% (n = 290,000); in the data active means inhibition mostly above about 28%, no sharp cut-off; inactive means mostly below about 43%; further: 0% is about no effect
CHX counter: Cycloheximide Counterscreen for Small Molecule Inhibitors of Shiga Toxin; cell reporter, cycloheximide protein synthesis inhibition counterscreen; max response, %; actives 12% (n = 300,000); AID 2314, 2010; in the data active means max response mostly above about 13%, no sharp cut-off; inactive means mostly below about 14%; further: read at 38.3 µM for the half of the compounds with a filed dose; 0% is about no effect
HCV inhibitor: qHTS Assay for Inhibitors of Hepatitis C Virus (HCV) | Huh7.5.1 HCVcc-Cre infection, luciferase reporter, 44 h | actives 3.4% (n = 340,000) | Potency, µM (series often up to 41.8 µM), for the others: at the highest dose activity change, negative = inhibition, most hits filed as inhibitors; further: potency means the concentration at half of the fitted maximal effect; on the % scale 0 is the no-effect control and ±100 the full control effect
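Cells seeded at 1,000/well and cultured 4 h, then compounds added followed by HCVcc-Cre virus (~0.5 moi). After 44 h further culture, luciferase substrate was added, plates held 15 min at room temperature, and luminescence read for 15 sec.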
Pf growth 48h: Primary qHTS for delayed death inhibitors of the malarial parasite plastid, 48 hour incubation | P. falciparum luciferase growth in erythrocytes, 48 h | Potency, µM (doses to about 28.7 µM), for inactives: top-dose activity change, negative = inhibition, hits mostly inhibitors | actives 5.9% (n = 310,000) | AID 504832, 2011; further: potency means the concentration at half of the fitted maximal effect; on the % scale 0 is the no-effect control and ±100 the full control effect
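Luciferase-expressing parasites in RBCs, 2% Hct / 0.1% parasitemia final; RPMI 1640 + 0.5% Albumax; 37 C, 5% CO2, one generation; luminescence read-out, lower signal = inhibition.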
Active calls of the source: *; ? = inconclusive; . = no result given; [ ] = remark or other dose. Unless noted, the call rests on the fitted dose curve; in most records, active means well fitted curve in the direction sought with a large enough effect; inconclusive means small, poorly fitted or top-dose-only effect, or another doubt; inactive means no such curve, though single readings can be large; an effect the other way counts as inactive or inconclusive.

1. Cc1nc(SCc2ccc(O)c([N+](=O)[O-])c2)n[nH]1
2. COC(=O)C(C)(C)ONC(=O)Nc1ccccc1[N+](=O)[O-]
3. CCc1ccc2oc(C(=O)Nc3nonc3C)c(C)c2c1
4. COc1ccc(NC(=O)COc2ccccc2C)cc1S(=O)(=O)N1CCCCC1
5. Cc1ccc(CNC(=O)CN(Cc2cccs2)C(=O)C2(C)CC(=O)N=C3C=CC=CN32)cc1 (stereo not drawn)
6. CCc1cc(=O)oc2cc(C)cc(OCC(=O)N3CCC(C(=O)NC(C)C)(c4ccccc4)CC3)c12
7. O=C(CSCc1c(F)cccc1Cl)NCC1CCCO1 (stereo not drawn)
8. O=S(=O)(Nc1ccncc1)c1ccccc1

compound no. | 1 | 2 | 3 | 4 | 5 | 6 | 7 | 8
FBPA Giardia inh | ? | -1% | . | . | 4% | . | 4% | -4%
Pf growth 96h | 15% | 18% | 64%[activator] | ? | 1.7µM* | 10µM* | 18% | 29%
Shiga toxin inh | -9 | -7 | 106* | . | -10 | -8 | -5 | -5
CHX counter | -2 | -2 | 36* | . | -2 | 1 | 13 | -4
HCV inhibitor | 6% | 2% | ? | 8.9µM* | -2% | ? | 4% | 7%
Pf growth 48h | -2% | -13% | -46% | -19% | 11% | 10µM* | 6% | 2%

9. O=C(O)c1ccccc1NC(=O)c1cc(-c2ccccc2)nc2ccccc12
10. Cc1ccc(C(=O)Oc2cccc(-n3cnnn3)c2)cc1
11. Cn1ccnc1SCC(=O)N(C1CCCCC1)C1CCCCC1
12. Cc1ccc(C(O)(C(=O)NNc2ccccn2)c2ccc(C)cc2)cc1
13. S=C(N/N=C/c1ccco1)NC1CC2CCC1C2 (stereo not drawn)
14. CN1C(=O)C(O)(c2nnc(-c3ccccc3)o2)c2ccccc21 (stereo not drawn)
15. COc1ccc(NC(=O)C2CCN(S(=O)(=O)c3ccccc3)CC2)cc1
16. COC/C=C/C1=CC2=CC(=O)C(C)(OC(=O)c3cnc4ccccc4n3)C(=O)C2=CN1C1CCCCC1 (stereo not drawn)

compound no. | 9 | 10 | 11 | 12 | 13 | 14 | 15 | 16
FBPA Giardia inh | 8% | 1% | 1% | -9% | 24% | 0% | 2% | ?
Pf growth 96h | -19% | -29% | 6% | ? | 5.2µM* | 25% | -15% | 0%
Shiga toxin inh | -5 | 57* | -16 | -6 | 73* | 46 | -3 | -7
CHX counter | -4 | 40* | 1 | -3 | 44* | 19* | -6 | -2
HCV inhibitor | 7% | 3% | -11% | -17% | ? | 2% | 9% | .
Pf growth 48h | 4% | 261%[activator] | -22% | -15% | . | 114%[activator] | ? | -3%

17. CC(C)c1ccccc1NC(=O)C1CN(S(=O)(=O)c2ccccc2)CCN1S(=O)(=O)c1ccccc1 (stereo not drawn)
18. Cc1ccc(C2/C(=C(/O)c3cnn(-c4ccccc4)c3C)C(=O)C(=O)N2CCCN2CCOCC2)o1 (stereo not drawn)
19. Clc1cccc(Cl)c1C1Nc2cccc3cccc(c23)N1
20. Cc1c(Cl)cccc1NC(=O)Cn1c(CCC(=O)O)ccc1-c1ccccc1
21. CCCC(O)(c1ccc(OC)cc1)C(CN1CCOCC1)c1ccccc1 (stereo not drawn)
22. Brc1ccccc1C1=Nn2c(nnc2-c2ccccc2)SC1
23. Nn1c(SCC(=O)NC(=O)NCc2ccccc2)nnc1C1CC1
24. O=c1ccnc(Nc2ccc3c(c2)OCCO3)[nH]1

compound no. | 17 | 18 | 19 | 20 | 21 | 22 | 23 | 24
FBPA Giardia inh | -1% | -29% | -30% | 10% | -1% | 3% | 2% | -2%
Pf growth 96h | ? | 244%[activator] | 6% | -17% | 12% | 8.3µM* | 6% | 91%[activator]
Shiga toxin inh | -13 | 54* | 5 | -7 | -13 | -13 | -1 | 11
CHX counter | -1 | 34* | 3 | -2 | 9 | -3 | -2 | 17
HCV inhibitor | -29% | . | ? | 13% | -16% | -3% | 8% | -8%
Pf growth 48h | ? | 111%[activator] | ? | 9% | ? | ? | -2% | -7%

25. CCOc1ccc(C(=O)NCC(=O)N2CCCCCCC2)cc1OCC
26. O=C1c2ccccc2C(=O)N1CCCON1C(=O)c2ccccc2C1=O
27. Cc1nn(C)c(C)c1CNC(=O)Nc1cccc(Cl)c1C
28. O=C1CS/C(=N/N=C/c2ccco2)N1Cc1ccc(F)cc1
29. O=C(COc1ccc(F)c(Cl)c1)N1CCCCCCC1
30. COc1cc(C(=O)N=c2sc3ccccc3n2C)cc(OC)c1OC
31. CCS(=O)(=O)c1ccc(O)c(NC(=O)COc2ccccc2)c1
32. Cc1oc(S(=O)(=O)N2CCCCC2)cc1NC(=O)Nc1ccc(F)cc1

compound no. | 25 | 26 | 27 | 28 | 29 | 30 | 31 | 32
FBPA Giardia inh | . | 2% | 1% | -5% | 16% | -3% | -4% | -3%
Pf growth 96h | ? | 6% | 69%[activator] | 23% | -21% | ? | 35%[activator] | 5.9µM*
Shiga toxin inh | . | -3 | 49 | 38 | 12 | 7 | 16 | -2
CHX counter | . | -2 | 32* | 11 | 7 | 16 | 1 | 6
HCV inhibitor | -28% | 2% | -17% | -15% | 20% | -26% | 29% | ?
Pf growth 48h | ? | -11% | 50%[activator] | 5% | 66%[activator] | -13% | -12% | ?

Rewritten with each value named: part of the list above
[29] O=C(COc1ccc(F)c(Cl)c1)N1CCCCCCC1
  FBPA Giardia inh: 16%
  Pf growth 96h: -21%
  Shiga toxin inh: 12
  CHX counter: 7
  HCV inhibitor: 20%
  Pf growth 48h: 66%[activator]

[30] COc1cc(C(=O)N=c2sc3ccccc3n2C)cc(OC)c1OC
  FBPA Giardia inh: -3%
  Pf growth 96h: ?
  Shiga toxin inh: 7
  CHX counter: 16
  HCV inhibitor: -26%
  Pf growth 48h: -13%

[31] CCS(=O)(=O)c1ccc(O)c(NC(=O)COc2ccccc2)c1
  FBPA Giardia inh: -4%
  Pf growth 96h: 35%[activator]
  Shiga toxin inh: 16
  CHX counter: 1
  HCV inhibitor: 29%
  Pf growth 48h: -12%

[32] Cc1oc(S(=O)(=O)N2CCCCC2)cc1NC(=O)Nc1ccc(F)cc1
  FBPA Giardia inh: -3%
  Pf growth 96h: 5.9µM*
  Shiga toxin inh: -2
  CHX counter: 6
  HCV inhibitor: ?
  Pf growth 48h: ?

Carrying on:
33. O=C(N/C(=C\c1ccc(Br)cc1)C(=O)N1CCOCC1)c1ccc(Br)o1
34. CSc1nc2sc3c(c2c(=O)[nH]1)CCC3
35. c1ccc(-c2ccc(-c3nccc4ccccc34)[nH]2)cc1
36. COc1cc(OC)cc(C(=O)NNC(=O)c2cc3ccccc3cc2O)c1
37. NC(=O)c1ccc(NC(=O)CN2CCN(C(=O)c3ccco3)CC2)cc1
38. Cc1ccc(C#CC(C)(O)C(C)(C)C)cn1 (stereo not drawn)
39. COCCn1nnnc1CN1CCC(NC(=O)Nc2cccc(OC)c2)CC1
40. Cc1ccc(S(=O)(=O)N2CCN(C(=O)NCc3ccc(C(=O)O)cc3)CC2)cc1

compound no. | 33 | 34 | 35 | 36 | 37 | 38 | 39 | 40
FBPA Giardia inh | 5% | -3% | -5% | -6% | . | -2% | 0% | -3%
Pf growth 96h | -18% | 1% | 484%[activator] | 0% | 2.3µM* | 4% | 6% | 4%
Shiga toxin inh | 0 | -6 | 14 | -6 | -2 | 15 | 10 | -7
CHX counter | 1 | -2 | 29* | -2 | -7 | 17 | -1 | -2
HCV inhibitor | -28% | -5% | . | -12% | 11% | -13% | 14% | 7%
Pf growth 48h | -17% | -1% | 81%[activator] | 37%[activator] | 12% | ? | -20% | 18%

41. CN1C(=O)/C(=C\c2ccc(-c3ccccc3)o2)SC1=S
42. O=C(O)/C=C/C(=O)Nc1ccc(S(=O)(=O)N2CCCC2)cc1
43. Cc1ccc(S(=O)(=O)CCC(=O)Nc2ccc3c(c2)OCO3)cc1
44. COc1ccc(N2CCN(C(=O)C3COc4ccccc4O3)CC2)cc1 (stereo not drawn)
45. Cc1cc(C)c(NC(=O)C2CCCN2CCOC(=O)c2ccccc2)c(C)c1 (stereo not drawn)
46. Cn1c(=O)c2c(nc(CN3CCC(Cc4ccccc4)CC3)n2CCN2CCOCC2)n(C)c1=O
47. Cc1nn(-c2ccccc2)nc1C(=O)OCC(=O)N1CCC(C)CC1
48. COc1ccc(-c2oc3ncn4nc(COc5ccccc5)nc4c3c2-c2ccc(OC)cc2)cc1

compound no. | 41 | 42 | 43 | 44 | 45 | 46 | 47 | 48
FBPA Giardia inh | 4.5µM* | 14% | -7% | 3% | -22% | -14% | . | -2%
Pf growth 96h | -8% | ? | -24% | . | 0% | . | -5% | .
Shiga toxin inh | 42 | 13 | 1 | -5 | -8 | -9 | . | -14
CHX counter | 9.4* | 8 | 6 | -2 | -5 | -3 | . | -2
HCV inhibitor | -8% | 11% | 3% | -6% | -7% | -15% | -16% | ?
Pf growth 48h | -5% | -15% | -6% | 6% | 6% | -16% | 1% | ?

49. COc1ccc(/C=C(\C#N)C(=O)Nc2cccc(C)n2)cc1
50. CCCCN1C2=C(C(=O)CCC2)C(c2ccc(Cl)c(Cl)c2)C2=C1c1ccccc1C2=O (stereo not drawn)
51. Fc1ccc(N2CCN(Cc3nnc(-c4ccccc4)o3)CC2)cc1
52. O=C(NCc1ccccn1)C(C(=O)c1ccc(F)cc1)n1ccccc1=O (stereo not drawn)
53. O=C(Nc1ccc(Br)cc1)c1cccnc1N1CCCCC1
54. COc1nc(NC(C)C)nc(N(C#N)CN2C(=O)c3ccccc3S2(=O)=O)n1
55. O=C(N/N=C/c1c(O)n(Cc2ccccc2)c(=O)[nH]c1=O)c1ccccc1
56. CSc1ccc(CN2CCC(Oc3cccc(C(=O)N4CCCC4)c3)CC2)cc1

compound no. | 49 | 50 | 51 | 52 | 53 | 54 | 55 | 56
FBPA Giardia inh | 1% | -11% | -1% | -20% | -6% | 11% | 21% | .
Pf growth 96h | 12% | ? | 17% | 13µM* | . | 19% | ? | ?
Shiga toxin inh | 36* | -15 | -15 | -6 | -12 | 3 | 5 | 3
CHX counter | 25* | 10 | -3 | -3 | 4 | 2 | 19 | -2
HCV inhibitor | 4% | ? | 3% | 5% | -30% | 12% | 23% | ?
Pf growth 48h | 31%[activator] | ? | 8% | 7% | 0% | 11% | -7% | ?

57. CC(C)(C)C1=CC(=O)C(=O)C(C(C)(C)C)=C1
58. CCN(CC)CCN1C(=O)C2C3c4ccccc4C(c4ccccc43)C2C1=O (stereo not drawn)
59. Cc1n[nH]c(C)c1C(=O)CC1(O)C(=O)N(Cc2ccccc2)c2ccc(Br)cc21 (stereo not drawn)
60. CCN(CC)CCCn1c(=S)[nH]c2ccc(Cl)cc2c1=O
61. COc1ccc(CCNC(=O)C/C(C)=N/NC(=O)C23CC4CC(CC(C4)C2)C3)cc1OC
62. O=C(O)CCSC(=S)N1CCOCC1
63. Cc1ccc(NC(=O)CC(=O)Nc2ccc(C)cc2)cc1
64. COc1ccc(CN2C(=O)c3cccnc3C2=O)cc1S(=O)(=O)N(C)c1cccc(C)c1

compound no. | 57 | 58 | 59 | 60 | 61 | 62 | 63 | 64
FBPA Giardia inh | 7.1µM* | 2% | -7% | -1% | 3% | 5% | 4% | 6%
Pf growth 96h | -26% | 5.2µM* | 28% | -6% | 8% | 26% | ? | 19%
Shiga toxin inh | -3 | -16 | -10 | -6 | 15 | -10 | -3 | -1
CHX counter | 1 | 4 | -2 | -2 | 15 | -1 | -2 | -3
HCV inhibitor | ? | 12% | -7% | ? | 12% | 10% | 3% | 11%
Pf growth 48h | -20% | ? | . | ? | ? | 23% | 4% | 17%

Compounds as they come; overall some 24% were active at least once.
